Bioassay records (PubChem)
STAT3 activator: STAT3 signaling activation; U3A cells, IL-6 STAT3-luciferase reporter, luminescence; 100% = signal with IL-6 EC80 alone; activation (% of control), % at 5.6 µM; hit rate 0.91% among 190,000; AID 871;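 active = activation above the screen-wide mean of compound activation plus 3 SD, cut at about 130% in these data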;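 note: 0% = background luminescence of wells with medium and substrate only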
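Assay system – human STAT1-deficient U3A cells with stable STAT3-luciferase reporter · Also added – IL-6 (33 ng/mL) · Schedule – compound 1 h, then IL-6 6 h at 37 °C · Technique – reporter luminescence signal · Evaluation – % activation versus median of IL-6-stimulated wells · Benchmarks – IL-6-only wells as 100% reference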
STAT3 inh: inhibitors of IL-6 induced STAT3 signaling | U3A cells, IL-6 STAT3-luciferase reporter, luminescence; host cell line lacks STAT1 | inhibition, % at 5.5 µM | hit rate 0.89% among 190,000;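 active = inhibition above the mean inhibition across all screened compounds plus 3 SD, cut at about 44% in these data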;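 note: 0% = DMSO only wells and 100% = 100 µM nifuroxazide control wells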
NF-kB neuron act: raises NF-kB expression in human neuronal cells | NF-kB reporter expression; active compounds read high | hit rate 1.6% among 190,000 | fold change at 12.5 µM; in the data active = fold change above about 3.3
Hsp70 act: Hsp70 transcriptional activation, primary screen | HeLa Hsp70 promoter luciferase reporter, luminescence; scaled: vehicle 0, proteasome-inhibitor control 100% | activation, % at 10 µM | hit rate 0.04% among 200,000;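 active = activation above the mean across all tested compounds plus 3 SD, cutoff set per campaign, cut at about 5.5% in these data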;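 note: 100% = MG132 at 30 µM as the positive control and 0% = DMSO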
STAT1 blocker: reduces IFN-gamma driven STAT1 reporter signal. NIH 3T3 STAT1-luciferase reporter, luminescence. inhibition, % at 5.5 µM. hit rate 0.35% among 200,000;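 active = inhibition above a set limit, the mean inhibition across all tested compounds plus 3 SD, cut at about 34% in these data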;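 note: 0% = IFN-gamma with DMSO and 100% = IFN-gamma with 300 µM nifuroxazide; values of inactives mirror those of a sister screen read the other way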
DTT redox prof: compounds producing H2O2 with reducing agent – biochemical, NIH compound library profiling, artefact control for MLSCN library redox annotation, primary screen. activation, % at 10 µM. DTT-dependent redox cycling H2O2, phenol red/HRP absorbance; 100% = 100 µM peroxide control, 0% = buffer. AID 878. hit rate 0.03% among 200,000;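 active = activation of at least 50% relative to the plate's high and low controls in the primary single-dose screen; inactive = activation below 50%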;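 note: compound incubated with DTT at 0.8 mM final as the reducing agent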
STAT1 activator: activators of IFN-gamma induced STAT1 signaling | NIH 3T3 STAT1-luciferase reporter, luminescence; 100% = IFN-gamma alone, no compound | activation (% of control), % at 5.5 µM | hit rate 2.6% among 200,000 | AID 932;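 active = activation above the screen-wide mean activation plus 3 SD, cut at about 130% in these data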;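 note: raw ratio to IFN-gamma control signal so 100% means no change and 0% no light; values of inactives mirror those of a sister screen read the other way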
Efa HMGR inh: E. faecalis class II HMG-CoA reductase inhibition; inhibition, % at 10 µM; hit rate 0.41% among 190,000; purified E. faecalis HMGR, NADPH absorbance 340 nm kinetic; AID 1066;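 active = inhibition above a set limit, the median over all tested compounds plus 3 SD, cut at about 9.5% in these data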;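 note: enzyme runs in reverse so mevalonate oxidation gives rising NADPH absorbance; 0% = complete reaction with DMSO and 100% = background rate lacking mevalonate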
TLR4-MyD88 BLA: inhibitors of human TLR4-MyD88 binding. AID 861. inhibition, % at 8.4 µM. HeLa CL3-4 TLR4/MyD88 BLA complementation, FRET ratio. hit rate 0.18% among 200,000; in the data active = inhibition above about 25%;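 note: 0% = vehicle and 100% = reference inhibitor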
Target sequence (O00206 whole entry, looked up): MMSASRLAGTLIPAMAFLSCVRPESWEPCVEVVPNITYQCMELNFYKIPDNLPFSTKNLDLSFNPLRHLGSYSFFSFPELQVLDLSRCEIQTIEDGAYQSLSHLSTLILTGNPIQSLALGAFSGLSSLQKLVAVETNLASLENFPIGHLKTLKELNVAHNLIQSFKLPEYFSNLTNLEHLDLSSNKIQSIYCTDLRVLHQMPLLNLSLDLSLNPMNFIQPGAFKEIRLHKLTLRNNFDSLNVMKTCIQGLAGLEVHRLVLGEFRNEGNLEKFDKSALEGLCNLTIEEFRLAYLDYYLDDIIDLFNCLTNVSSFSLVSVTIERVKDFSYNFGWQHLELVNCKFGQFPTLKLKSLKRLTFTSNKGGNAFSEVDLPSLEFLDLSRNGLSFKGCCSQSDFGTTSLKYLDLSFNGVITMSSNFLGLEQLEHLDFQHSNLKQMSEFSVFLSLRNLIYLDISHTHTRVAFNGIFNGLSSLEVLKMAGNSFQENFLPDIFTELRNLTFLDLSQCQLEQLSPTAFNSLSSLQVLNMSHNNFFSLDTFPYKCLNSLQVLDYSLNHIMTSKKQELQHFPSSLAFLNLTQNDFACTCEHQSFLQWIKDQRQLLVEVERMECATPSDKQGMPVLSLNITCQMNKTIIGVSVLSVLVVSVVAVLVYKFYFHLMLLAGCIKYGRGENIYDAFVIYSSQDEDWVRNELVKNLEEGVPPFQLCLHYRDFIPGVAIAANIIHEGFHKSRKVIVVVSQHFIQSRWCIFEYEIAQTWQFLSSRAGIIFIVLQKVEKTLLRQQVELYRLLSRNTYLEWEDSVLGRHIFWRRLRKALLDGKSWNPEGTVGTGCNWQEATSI
Target sequence (Q99836 whole entry, looked up): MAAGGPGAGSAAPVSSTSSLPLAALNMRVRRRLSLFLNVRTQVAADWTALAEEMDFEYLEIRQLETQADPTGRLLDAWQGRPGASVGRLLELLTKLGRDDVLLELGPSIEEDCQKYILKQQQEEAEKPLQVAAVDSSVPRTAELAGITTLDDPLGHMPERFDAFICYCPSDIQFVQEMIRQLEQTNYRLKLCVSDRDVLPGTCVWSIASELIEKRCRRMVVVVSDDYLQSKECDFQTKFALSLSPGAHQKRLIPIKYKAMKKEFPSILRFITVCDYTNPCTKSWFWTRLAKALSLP
APP 5'UTR act: activates APP 5'UTR luciferase reporter. activation, % at 2 µM. AID 1276. SH-SY5Y APP 5'UTR luciferase reporter, luminescence; zero percent = DMSO vehicle wells. hit rate 1% among 190,000;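 active = activation above a set limit, based on mean plus 3 SD of controls, cut at about 140% in these data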; note: values of inactives mirror those of a sister screen read the other way
Active calls of the source: *; x = not tested or not shown. Not a hit list (roughly 5.6% active in at least one column).

Molecule,STAT3 activator,STAT3 inh,NF-kB neuron act,Hsp70 act,STAT1 blocker,DTT redox prof,STAT1 activator,Efa HMGR inh,TLR4-MyD88 BLA,APP 5'UTR act
Cc1cc(Nc2ccc(F)cc2)nc(N)n1,99,9,1.3,-0.1,-2,-6.8,102,2,-7,9
CCCCC(CC)CNC(=O)CC1Nc2c3ccccc3nc(=S)n2C1=O (configuration not stated),99,12,0.91,0.9,-11,1.3,109,-6,-25,9
CCC(C)(C)NC(=O)C(c1ccc(C)cc1)N(CCN1CCOCC1)C(=O)CNC(=O)c1cccs1 (configuration not stated),100,2,1.2,0.5,-3,-0.1,101,-8,-3,37
CCc1nnc(NC(=O)c2ccc(S(=O)(=O)N(CC(C)C)CC(C)C)cc2)o1,104,-3,0.87,0.0,6,0.3,95,-1,-13,-2
O=S(=O)(NCCOc1ccccc1)c1ccc2ccccc2c1,100,0,1,0.0,0,0.2,100,-5,-7,-14
CCOC(=O)c1[nH]c(C)c(C(=O)NCc2ccco2)c1C,93,10,1.1,-0.2,-3,-2.6,101,3,-5,12
CCOC(=O)/C(N=Nc1c(C)n(C)n(-c2ccccc2)c1=O)=C(/O)c1ccccc1,115,-13,1.1,0.7,2,-1.4,98,-3,11,11
CCOC(=O)c1cnc(Nc2nc3ccccc3o2)nc1CSC(=S)N(CC)CC,101,-2,24*,-0.4,-6,0.4,105,1,-4,-41
O=C(c1ccccc1)c1ccc(OCCO)cc1,105,1,1.4,-0.3,-17,-0.9,114,0,-15,2
Cc1ccc(NC(=O)Cc2noc3ccccc23)c(C)c1,98,4,1.3,-0.2,-8,-0.2,107,-2,-8,19
COc1ccccc1N1CCN(S(=O)(=O)c2cn(C)c(=O)n(C)c2=O)CC1,99,10,0.83,-0.2,-2,0.5,102,3,-14,-12
COc1ccc(-c2[nH]nc3c2C(c2ccoc2)C(C#N)=C(N)O3)cc1 (configuration not stated),109,-8,1.2,0.4,26,-0.4,76,-1,-11,17
Cc1ccc(S(=O)(=O)N(C)CC(=O)NCc2ccncc2)cc1,103,-3,1.1,-0.1,7,0.3,94,-6,0,0
O=c1cc(CSc2nnnn2-c2ccccc2)nc2scc(-c3ccccc3)n12,107,-5,1.3,-0.2,-1,2.1,101,-5,8,12
COc1ccc(C2CC(=O)N(CCCN(C)CCc3ccc(OC)c(OC)c3)C2)cc1 (configuration not stated),99,3,1.9,-0.5,8,-1.3,91,-3,2,-5
O=C(Nc1ccccc1)O/N=C1\CCCCC1c1ccc([N+](=O)[O-])cc1[N+](=O)[O-] (configuration not stated),98,4,1.2,-0.3,3,-7.6,97,-2,5,1
COc1cc(C2C(C#N)=C(C)NC3=C2C(=O)CC(C)(C)C3)ccc1O (configuration not stated),100,-1,1.2,-0.5,-1,15,101,3,-15,-3
COc1ccccc1N/C=C/c1onc(C)c1[N+](=O)[O-],26,87*,1.5,-0.4,76*,8.2,29,-4,23,142*
Cc1nn(CC(=O)Nc2sc3c(c2C#N)CCC(C(C)(C)C)C3)c(C)c1[N+](=O)[O-] (configuration not stated),105,-6,0.77,0.0,0,-0.6,100,-3,11,6
O=C(NCCCN1CCOCC1)c1cccnc1SCc1ccccc1Cl,105,-4,1.1,-0.1,7,3.9,93,0,-6,1
CCOC(=O)CSc1nc2ccc(S(=O)(=O)N3CCOCC3)cc2[nH]1,104,-4,1.1,-0.1,2,0.0,98,-2,-6,3
CC(C)C(=O)NC(=S)Nc1nnn(C)n1,95,6,0.99,-0.1,4,-0.4,96,-8,1,-6
CCN(CC)C(=O)C(=O)Nc1cc(C(F)(F)F)ccc1Cl,100,6,1.4,-0.4,0,0.5,100,-8,-4,-2
O=C(OCc1ccc(Cl)c(Cl)c1)c1ccccn1,89,19,1.3,-0.3,0,0.3,100,1,1,x
Cc1ccsc1C(=O)OCC(=O)Nc1cccc(S(=O)(=O)N2CCOCC2)c1,96,1,0.96,0.0,2,-0.1,98,1,-16,-7

Laid out differently: results already given
Cc1ccc(S(=O)(=O)N(C)CC(=O)NCc2ccncc2)cc1
- STAT3 activator: 103
- STAT3 inh: -3
- NF-kB neuron act: 1.1
- Hsp70 act: -0.1
- STAT1 blocker: 7
- DTT redox prof: 0.3
- STAT1 activator: 94
- Efa HMGR inh: -6
- TLR4-MyD88 BLA: 0
- APP 5'UTR act: 0

CCOC(=O)c1[nH]c(C)c(C(=O)NCc2ccco2)c1C
- STAT3 activator: 93
- STAT3 inh: 10
- NF-kB neuron act: 1.1
- Hsp70 act: -0.2
- STAT1 blocker: -3
- DTT redox prof: -2.6
- STAT1 activator: 101
- Efa HMGR inh: 3
- TLR4-MyD88 BLA: -5
- APP 5'UTR act: 12

CCC(C)(C)NC(=O)C(c1ccc(C)cc1)N(CCN1CCOCC1)C(=O)CNC(=O)c1cccs1 (configuration not stated)
- STAT3 activator: 100
- STAT3 inh: 2
- NF-kB neuron act: 1.2
- Hsp70 act: 0.5
- STAT1 blocker: -3
- DTT redox prof: -0.1
- STAT1 activator: 101
- Efa HMGR inh: -8
- TLR4-MyD88 BLA: -3
- APP 5'UTR act: 37

Cc1cc(Nc2ccc(F)cc2)nc(N)n1
- STAT3 activator: 99
- STAT3 inh: 9
- NF-kB neuron act: 1.3
- Hsp70 act: -0.1
- STAT1 blocker: -2
- DTT redox prof: -6.8
- STAT1 activator: 102
- Efa HMGR inh: 2
- TLR4-MyD88 BLA: -7
- APP 5'UTR act: 9

(next part)
Molecule,STAT3 activator,STAT3 inh,NF-kB neuron act,Hsp70 act,STAT1 blocker,DTT redox prof,STAT1 activator,Efa HMGR inh,TLR4-MyD88 BLA,APP 5'UTR act
N#Cc1cc2cc3c(cc2nc1SCC(=O)OC1CCCCC1)OCO3,107,-2,0.89,-0.5,4,2.3,96,-2,-4,14
Cc1cc(C(=O)N/N=C/c2ccc([N+](=O)[O-])cc2)c(C)o1,95,11,1.2,-0.3,-6,-0.6,105,-2,-9,12
COc1ccc(CN2C(=O)c3ccccc3C(/C=N\OCc3ccc(C)cc3)C2=O)cc1 (configuration not stated),105,4,0.91,0.0,4,-0.8,101,5,17,25
O=C(O)CCSc1nc(C(F)(F)F)cc(=O)n1-c1ccccc1,97,9,1.2,-0.1,0,1.1,100,-2,4,-5
COc1cc(NC(=O)Cc2ccc([N+](=O)[O-])cc2)c(C(=O)O)cc1OC,98,6,1.4,-0.4,16,3.9,86,-6,-2,-2
O=C(NCC(=O)N(Cc1cccs1)C(C(=O)NC1CCCC1)c1ccco1)c1cccs1 (configuration not stated),89,16,0.31,0.1,7,-1.7,93,-6,1,-5
N#CCSCC(=O)Nc1ccc(F)cc1,100,3,1.2,-0.1,3,-0.4,98,-2,-15,-4
COc1ccc(-n2nc(C(=O)NCC(=O)Nc3cccc(C)n3)c3ccccc3c2=O)cc1,95,11,0.98,-0.2,0,0.0,100,-2,11,-3
Cc1onc(-c2ccccc2)c1C(=O)N[C@@H]1C(=O)N2[C@@H]1SC(C)(C)[C@@H]2C(=O)O,102,0,1.4,-0.2,14,-0.9,88,0,1,8
COc1ccc(OC)c2[nH]c(=O)c(CCNC(=O)C(C)(C)C)cc12,90,12,1,0.0,-2,0.1,103,-3,5,14
CN(CC(=O)NCc1ccccn1)S(=O)(=O)c1ccc(F)cc1,103,3,1.2,-0.1,2,0.7,96,-1,-11,5
Cc1csc(NC(=O)CNS(=O)(=O)c2cccs2)n1,114,-14,1.1,0.3,1,-0.9,99,1,-4,11
O=S(=O)(Nc1ccc(N2CCOCC2)cc1)c1cccs1,99,7,1.2,1.3,-5,2.3,105,-2,-15,3
S=C(NCc1ccncc1)Nc1ccc(Cl)cc1,94,7,1.1,-0.2,5,-0.6,95,-6,-1,-11
O=C(Cn1cnc2cc([N+](=O)[O-])ccc2c1=O)NC(c1ccccc1)c1ccccc1,111,-8,1,-0.1,0,0.8,100,4,-1,10
COCCN1C(=O)c2oc3ccccc3c(=O)c2C1c1ccc(C(=O)OC)cc1 (configuration not stated),101,-2,1.4,-0.4,-10,-0.2,106,1,4,-3
C=CCc1ccccc1OCC(O)CN1CCN(c2ccc(OC)cc2)CC1 (configuration not stated),104,2,1,0.0,1,-0.8,99,3,6,13

Structures from the list above that contain a CF3 group:
Molecule,STAT3 activator,STAT3 inh,NF-kB neuron act,Hsp70 act,STAT1 blocker,DTT redox prof,STAT1 activator,Efa HMGR inh,TLR4-MyD88 BLA,APP 5'UTR act
CCN(CC)C(=O)C(=O)Nc1cc(C(F)(F)F)ccc1Cl,100,6,1.4,-0.4,0,0.5,100,-8,-4,-2
O=C(O)CCSc1nc(C(F)(F)F)cc(=O)n1-c1ccccc1,97,9,1.2,-0.1,0,1.1,100,-2,4,-5
